# SIAE inh: blocks human sialic acid acetylesterase; Q9HAT2; SIAE FP-Rh probe binding, fluorescence polarization; inhibition, % at 9.66 µM; 0.69% of 370,000 active;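 active means inhibition above a cutoff: mean of compounds within the control limits plus 3 SD of those, cut at about 17% in these data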;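 further: 0% = plate median of compound wells and 100% = probe without SIAE protein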
# PLCb3 inh: blocks human PLC-beta3 enzyme activity. Purified PLC-beta3, fluorogenic substrate, fluorescence. AID 720704. inhibition, % at 12.2 µM. 0.18% of 370,000 active; in the data active means inhibition above about 11%;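 further: 0% = median of compound wells on plate and 100% = full blocker control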
# ADAM10 inh: ADAM10 inhibition, QFRET primary screen. O14672. recombinant ADAM10, EDANS/DABCYL FRET peptide cleavage, 3 h. inhibition, % at 7 µM. 0.62% of 370,000 active;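 active means inhibition above a per-campaign cutoff equal to the mean of compounds falling between control-based bounds plus 3 SD, cut at about 20% in these data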;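 further: 0% = DMSO wells while the 100% control is not disclosed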
# DDE Tn7 FP inh: inhibitors of Tn7 peptide binding to human fibrin DD(E). inhibition, % at 8.3 µM. AID 720508. P02675. FP displacement of FITC-Tn7 peptide from fibrin DD(E); 0% = median of compound wells per plate. 0.13% of 370,000 active;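 active means inhibition above the mean of compounds falling within the control limits plus 3 SD of them, cut at about 14% in these data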;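 further: 0% = plate median of compound wells and 100% = 10 µM Aha-Tn7 peptide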
# Target sequence (P02675 whole entry, looked up): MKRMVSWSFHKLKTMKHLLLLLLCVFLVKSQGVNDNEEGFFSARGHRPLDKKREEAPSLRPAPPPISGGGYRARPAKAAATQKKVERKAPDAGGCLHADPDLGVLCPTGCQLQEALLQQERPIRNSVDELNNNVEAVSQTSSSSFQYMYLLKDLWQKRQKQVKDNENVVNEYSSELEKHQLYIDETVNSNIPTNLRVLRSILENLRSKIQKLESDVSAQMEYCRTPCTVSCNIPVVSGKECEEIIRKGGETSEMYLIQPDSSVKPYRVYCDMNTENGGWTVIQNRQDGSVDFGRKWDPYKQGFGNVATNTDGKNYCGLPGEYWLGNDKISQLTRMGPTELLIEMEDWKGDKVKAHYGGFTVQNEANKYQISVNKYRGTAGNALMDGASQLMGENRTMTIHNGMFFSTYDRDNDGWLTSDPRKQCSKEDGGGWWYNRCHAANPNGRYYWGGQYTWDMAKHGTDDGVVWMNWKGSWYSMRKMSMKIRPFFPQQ
#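 Test system: human clot-derived fibrin DD(E) complex / Quantity: 2 µM final DD(E) protein / Incubation: 10 min plus 3 h, room temperature / Measured by: fluorescence polarization / Benchmarks: high control of 10 µM Aha-Tn7 peptide / Replicates: singlicate testing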
# PLC-gamma1 inh: blocks human PLC-gamma1 enzyme activity; 0.84% of 370,000 active; AID 720700; purified PLC-gamma1, fluorogenic substrate, fluorescence; inhibition, % at 12.2 µM; in the data active means inhibition above about 9.5%
# ARFGAP1 inh: inhibits rat ARF GTPase activating protein 1 | Q62848 | Arfgap1-stimulated ARF1 GTP hydrolysis, GDP FP detection | inhibition, % at 16.5 µM | 0.26% of 360,000 active | AID 651572;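 active means inhibition above a per-plate limit, mean inhibition of low control wells plus 3 SD, cut at about 25% in these data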;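 further: 0% = DMSO wells with enzyme and 100% = wells lacking Arfgap1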
# Target sequence (Q62848 1-136 limits assumed): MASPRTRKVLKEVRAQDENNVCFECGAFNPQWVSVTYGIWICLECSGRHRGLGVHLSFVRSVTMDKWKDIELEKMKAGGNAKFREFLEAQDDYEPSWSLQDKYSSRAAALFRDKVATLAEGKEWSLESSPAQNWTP
#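 Material: rat Arfgap1 catalytic domain, aa 1-136; also added: human ARF1(Δ1-17)-GTP substrate; compound dosing: one concentration, 16.5 µM, DMSO 1.26%; incubation: GTP hydrolysis reaction 2 h at 25 °C; measured by: Tracer-displacement fluorescence polarization with EDTA stop, 620/688 nm; evaluation: % inhibition from polarization; repeats: one replicate per compound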
# ADAM17 inh: inhibitors of human ADAM17; P78536; recombinant ADAM17, EDANS/DABCYL FRET peptide cleavage; inhibition, % at 6.95 µM; 0.83% of 370,000 active; AID 720648;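 active means inhibition above the mean of compounds lying between control limits plus 3 SD, set per campaign, cut at about 8.5% in these data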;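 further: 0% = DMSO-only wells as the low control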
# TDP2 inh: blocks human TDP2 phosphodiesterase activity; O95551; recombinant TDP2, T5PNP hydrolysis, p-nitrophenol absorbance 415 nm; inhibition, % at 12.8 µM; 0.34% of 370,000 active; AID 720702;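 active means inhibition above the mean of all tested compounds plus 3 SD, set per campaign, cut at about 25% in these data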;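 further: 0% = DMSO with enzyme and 100% = buffer with substrate but no TDP2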
#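 System – recombinant human TDP2 · Quantity – TDP2 enzyme at 120 nM final · Doses – single concentration, 12.8 µM nominal, with 1% DMSO · Incubation – 2 h at 37 °C · Measured by – epi absorbance of p-nitrophenol freed from T5PNP by hydrolysis · Read-out – % inhibition relative to enzyme-containing and enzyme-free wells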
# Tn6 DDE FP: inhibitors of Tn6 peptide binding to human fibrin DD(E). P02675. Fibrin DD(E) TRITC-Tn6 fluorescence polarization displacement. AID 720509. inhibition, % at 8.3 µM. 0.21% of 370,000 active;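 active means inhibition above a per-campaign cutoff: mean of compounds within control limits plus 3 SD, cut at about 15% in these data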;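 further: 0% = median of all compound wells on the plate and 100% = blocking peptide control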
# ASAP1 inh: blocks human ASAP1-stimulated Arf1 GTP hydrolysis. Q9ULH1. GDP FP detection. inhibition, % at 16.5 µM. 0.19% of 360,000 active. AID 624377; in the data active means inhibition above about 25%;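 further: 0% = vehicle with enzyme and substrate and 100% = no enzyme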
# Target sequence (Q9ULH1 325-724 limits assumed): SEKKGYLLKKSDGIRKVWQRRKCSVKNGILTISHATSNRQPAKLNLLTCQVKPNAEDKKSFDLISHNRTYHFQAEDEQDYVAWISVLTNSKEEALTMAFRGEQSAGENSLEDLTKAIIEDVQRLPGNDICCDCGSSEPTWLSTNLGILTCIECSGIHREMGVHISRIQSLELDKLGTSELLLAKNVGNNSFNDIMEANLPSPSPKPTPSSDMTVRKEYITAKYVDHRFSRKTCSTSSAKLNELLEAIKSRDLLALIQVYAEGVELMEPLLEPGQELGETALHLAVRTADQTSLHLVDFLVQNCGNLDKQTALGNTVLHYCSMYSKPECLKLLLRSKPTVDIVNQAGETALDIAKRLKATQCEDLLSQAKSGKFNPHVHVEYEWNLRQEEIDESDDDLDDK
# The depositor's hits bear a star; i = inactive.
SIAE inh,PLCb3 inh,ADAM10 inh,DDE Tn7 FP inh,PLC-gamma1 inh,ARFGAP1 inh,ADAM17 inh,TDP2 inh,Tn6 DDE FP,ASAP1 inh,mol
1,-17,1,5,-15,12,-6,6,0,-6,COCc1cc(C)nc(SCC(=O)Nc2cc3c(cc2C#N)OCO3)c1C#N
5,-6,1,2,0,-12,-3,12,-4,-6,CCn1c(C)[n+](CC)c2ccc(S(=O)(=O)N(C)C)cc21
-2,1,-8,-7,2,6,0,-5,7,16,CCc1nc(SCC(=O)Nc2ccc(C(=O)O)cc2)n[nH]1
5,1,4,0,0,9,0,5,-1,-5,CC(C)c1cccc(C(C)C)c1NC(=O)CNCc1ccccc1F
-1,6,6,-1,-1,3,0,-9,-2,0,O=C1NCCCC1C(=O)N1CCCCC1 (stereo not drawn)
-8,-5,-13,1,-2,-3,-6,-13,-9,-6,COCCNC(=O)C12CC3CC(CC(Cl)(C3)C1)C2
1,-1,-2,-1,-2,-10,-2,8,0,-16,C[C@H](c1ccccc1)N1C[C@@H](COCc2ccccc2)Oc2cccc(N3CCCC3)c2S1(=O)=O
4,2,3,-5,-2,2,-1,-2,0,0,Cc1nn(C)cc1CNC(=O)/C=C/c1cnn(C)c1
13,0,-5,-10,1,-9,0,0,-2,-2,O=c1c(-c2ccccc2)c[nH]n1-c1cccc([N+](=O)[O-])c1
-7,4,0,-5,1,7,-1,-1,-11,2,Cn1c(=O)c2c(nc(Br)n2Cc2ccc3ccccc3c2)n(C)c1=O
1,-11,-4,-4,-6,1,-4,-7,-5,3,COc1ccc2c(c1)c(C(=O)N1CCN(C)CC1)c(C)n2-c1ccccc1
-4,0,0,9,-1,-4,-3,19,-8,-1,Cc1cc(=O)[nH]c(SCC(=O)Nc2ccnc3ccccc23)n1
-6,3,-11,-2,-2,0,-4,-7,-2,-4,COc1ccc(C2=NC(=O)/C(=C\c3cc(OC)c(OC)c(OC)c3)O2)cc1
1,-5,-5,7,3,3,-4,16,0,4,COCCOC(=O)c1c(NC(=O)CNc2ccc(C)c(F)c2)sc(C(N)=O)c1C
2,-1,-5,0,0,-3,-4,7,-2,11,O=C(Nc1ccc(N2CCOCC2)nc1)c1cccs1
16,-7,0,-2,2,5,-4,-3,-2,-1,O=C(CSc1ccc2ccccc2c1)NCCc1ccc(O)c(O)c1
-2,5,3,-4,3,1,1,-12,-6,3,CCCCN(CC)CCCNC(=O)c1csc2c1CCCCC2
1,-3,-2,3,0,5,-5,-4,1,9,CC(C)N1CCN(c2ccncc2S(=O)(=O)N2CCOCC2)CC1
-4,-7,-2,-10,1,12,2,0,-2,10,COc1cccc(/C=N/NC(=O)c2cccs2)c1
5,-9,1,4,-6,6,3,9,-2,-6,COc1ccc(/C=N/Nc2nc3ccccc3o2)cc1OC
4,-3,-1,-3,1,3,-2,1,5,-4,CCN(CC)S(=O)(=O)c1ccc(NCCCn2ccnc2)c([N+](=O)[O-])c1
-3,-6,-4,-3,-1,4,-4,6,-6,6,CCCN(CC(=O)Nc1ccccc1C)C(=O)c1ccc(=O)n(Cc2ccccc2)n1
8,-1,-12,9,-1,-10,-3,-4,-2,-12,O=C(Nc1ccc([N+](=O)[O-])cc1NC(=O)c1ccccc1)c1ccccc1
0,3,14,2,2,7,7,1,1,3,COc1ccc(NS(=O)(=O)c2cc(NC(=O)c3ccco3)ccc2N2CCCCC2)cc1
-5,-39,-18,-1,-33,-7,2,-12,1,12,COc1c2ccoc2cc2oc(=O)ccc12

# 3 compounds already listed, sorted by count of non-hydrogen atoms, rising.
SIAE inh,PLCb3 inh,ADAM10 inh,DDE Tn7 FP inh,PLC-gamma1 inh,ARFGAP1 inh,ADAM17 inh,TDP2 inh,Tn6 DDE FP,ASAP1 inh,mol
-4,-7,-2,-10,1,12,2,0,-2,10,COc1cccc(/C=N/NC(=O)c2cccs2)c1
1,-3,-2,3,0,5,-5,-4,1,9,CC(C)N1CCN(c2ccncc2S(=O)(=O)N2CCOCC2)CC1
1,-5,-5,7,3,3,-4,16,0,4,COCCOC(=O)c1c(NC(=O)CNc2ccc(C)c(F)c2)sc(C(N)=O)c1C

# Copied from the list.
# Under SIAE inh, COc1ccc2c(c1)c(C(=O)N1CCN(C)CC1)c(C)n2-c1ccccc1 reads 1
# Under SIAE inh, COCCNC(=O)C12CC3CC(CC(Cl)(C3)C1)C2 reads -8

# (more compounds)
SIAE inh,PLCb3 inh,ADAM10 inh,DDE Tn7 FP inh,PLC-gamma1 inh,ARFGAP1 inh,ADAM17 inh,TDP2 inh,Tn6 DDE FP,ASAP1 inh,mol
-5,-8,5,1,1,9,3,-1,2,-1,CC(C)Oc1ccc(/C=C/C(=O)NCC2COc3ccccc3O2)cc1 (stereo not drawn)
-1,-6,-4,0,0,-2,-5,7,0,8,O=c1[nH]cc(COCC(F)CCl)c(=O)[nH]1 (stereo not drawn)
0,2,-4,-1,-3,0,-1,1,-6,0,COCCCNC(=O)CCc1nc2cccnc2n1Cc1ccc(OC)cc1
5,-12,3,0,0,9,-1,-15,0,-7,Cc1ccc[n+](-c2nc([O-])sc2/C=N/Nc2ccc([N+](=O)[O-])cc2)c1
-2,-10,-1,-1,-7,-6,-1,8,-2,-13,CN(CC(=O)Nc1ccc(F)cc1)C(=O)CCc1nc2ccccc2c(=O)[nH]1
-2,6,10,-11,5,-1,2,-9,3,-6,c1ccc(-n2ncc3c(NCCN4CCCCC4)ncnc32)cc1
16,i,i,4,i,3,-183,12,-5,2,Cc1ccc(-c2cc(C(=O)NCc3ccco3)c3ccccc3n2)o1
-1,-4,-1,-6,1,11,-1,5,-11,-4,Cc1ccc(S(=O)(=O)CC(=O)Nc2ccccn2)cc1
-12,-60,-50,-3,-33,18,-17,0,-5,-2,OC(c1ccc(Cl)c(F)c1)c1ncc(-c2cccc3ccccc23)[nH]1 (stereo not drawn)
2,-10,-172,-9,-5,-3,-36,-15,5,-5,CCOc1ccc(-c2nc(C#N)c(N3CCN(CC)CC3)o2)cc1
7,-1,-2,-2,0,3,-2,0,-6,-11,Cc1ccc(Nc2nc(N3CCOCC3)nc(N3CCOCC3)n2)cc1
-1,-3,12,1,0,9,1,3,-2,18,C(=C1c2ccccc2-c2ccccc21)c1ccccn1
-1,0,3,-7,3,-8,-2,4,-6,5,CN(C)S(=O)(=O)N(CC(=O)Nc1ccccc1C(F)(F)F)c1ccccc1
-2,1,5,-3,3,-1,-3,-1,3,-5,O=C1NC[C@H](CCCCN2C[C@H](Cc3ccc(O)cc3)N(CCC3CCCCC3)C(=O)C2=O)N(CC2CCCCC2)C1=O
-4,3,-6,2,0,-6,-1,5,5,0,CCN(CC)C(=O)c1ccc(Cn2cc([N+](=O)[O-])cn2)o1
-3,-2,-7,4,-1,7,-14,29*,5,-8,Cc1c(C(c2cc(O)ccc2Cl)c2c(C)n(C)n(-c3ccccc3)c2=O)c(=O)n(-c2ccccc2)n1C
5,-1,-7,2,-1,-6,-6,3,-2,-12,Cc1noc(C)c1NC(=O)Nc1ccc2c(c1)C(=O)N([C@H](C)CO)C[C@H](C)[C@@H](CN(C)C(=O)NC(C)C)O2
-7,-1,0,-5,2,11,-1,-3,1,-13,CC(C)(C)OC(=O)N1CCC(c2cc(=O)n3[nH]c(-c4ccc(Cl)cc4)cc3n2)CC1
-7,2,3,-1,2,4,0,0,4,6,C[C@]12c3[nH]c4ccc(Cl)cc4c3CCN1C(=O)[C@@H](CC(=O)NCc1cccc(C(F)(F)F)c1)C[C@@H]2C(=O)N1CCCCC1
-6,1,16,-9,8,9,5,-6,2,18,CC1(C(=O)OCC(=O)Nc2ccc3ccccc3c2)CC1(Cl)Cl (stereo not drawn)
0,-14,-16,-1,-8,-7,-10,2,-1,-6,COc1ccc(C2C3=C(CC(C)(C)CC3=O)Nc3c2c(=O)n(C)c(=O)n3C)cc1OC (stereo not drawn)
7,-5,-3,5,2,-8,-4,-2,-2,13,COc1ccc(C(CCNCc2ccc(N(C)C)cc2)c2ccccc2)cc1 (stereo not drawn)
-1,-5,3,4,0,7,1,-7,-3,-3,COc1ccc(-c2ccc3c(c2)c(Sc2ccccc2)c(-c2cc(OC)cc(OC)c2)n3C)cc1
-6,-3,-9,3,7,12,-6,-7,-4,-2,CCC(=O)N(CC(=O)Nc1sc(C)c(C)c1C(N)=O)C1CCCCC1
4,-5,-5,-1,0,-2,-3,5,-2,0,O=C(NCc1ccc2c(c1)OCO2)Nc1cccc2ccccc12

# Records listed above marked active in TDP2 inh:
SIAE inh,PLCb3 inh,ADAM10 inh,DDE Tn7 FP inh,PLC-gamma1 inh,ARFGAP1 inh,ADAM17 inh,TDP2 inh,Tn6 DDE FP,ASAP1 inh,mol
-3,-2,-7,4,-1,7,-14,29*,5,-8,Cc1c(C(c2cc(O)ccc2Cl)c2c(C)n(C)n(-c3ccccc3)c2=O)c(=O)n(-c2ccccc2)n1C

# Next part:
SIAE inh,PLCb3 inh,ADAM10 inh,DDE Tn7 FP inh,PLC-gamma1 inh,ARFGAP1 inh,ADAM17 inh,TDP2 inh,Tn6 DDE FP,ASAP1 inh,mol
12,-5,-6,2,5,-5,-4,10,-2,-7,CC1=CC(C)(C)NC(=S)N1CCO
5,4,9,7,3,0,2,5,2,-4,Oc1ccc(C(=S)N2CCCCC2)cc1Cl
1,-4,3,2,-4,-12,-4,4,-3,6,O=C(O)C1Cc2ccccc2CN1C(=O)COc1ccc(Br)cc1 (stereo not drawn)
-5,3,6,-10,5,7,4,-15,-6,6,COc1ccc2nc(NC(=O)CSc3nc(SC)ns3)sc2c1
3,-74,-100,-2,-55,19,-33,5,-3,2,COc1cc(/C=C/C(=O)OCC(=O)Nc2c(C)n(C)n(-c3ccccc3)c2=O)cc(OC)c1OC
-11,-19,-1,7,-10,11,-6,-2,10,4,CCS(=O)(=O)N1N=C(c2cccs2)CC1c1cc2cc(C)ccc2nc1Cl (stereo not drawn)
3,0,13,3,0,0,13*,-2,-3,7,CC1(Cc2ccccc2Cl)C(=O)Nc2ccc(OC(F)(F)F)cc21 (stereo not drawn)
-3,-1,-7,-1,2,5,-1,-5,-3,8,O=C(COc1ccc2c(-c3ccccc3)cc(=O)oc2c1)NC1CCS(=O)(=O)C1 (stereo not drawn)
9,-11,-18,0,-5,-3,-4,-7,1,5,CCn1cc(C(=O)O)c(=O)c2cnc(N3CCN(C(=S)Nc4ccccc4Cl)CC3)nc21
1,-2,7,2,0,-4,-4,8,3,-6,COC(=O)C1=C[C@@H](C(=O)OC)[C@@H]2C3=C(C(=O)[C@@]2(C)NC(=O)c2ccccc2)[C@H](C)C(C(=O)OC)=C(C(=O)OC)[C@@H]3C1
-9,3,5,1,2,1,1,6,4,-10,O=C(Nc1ccc2c(c1)OCO2)c1csc([C@H]2C[C@H](O)[C@@H](CO)O2)n1
3,-9,-30,0,0,2,-5,4,1,1,Cc1cc(=O)oc2cc(OCC(=O)Nc3nccs3)ccc12

# Assay outcomes from PubChem BioAssay.

# Compounds as they come; any-hit rate near 3.6%.
